# EP2 mod: modulators of human EP2 prostaglandin E2 receptor. P43116. EP2-expressing cells, cAMP HTRF FRET, PGE2 co-stimulation. induction, % at 25 µM. 260,000 compounds, 0.83% hits. AID 940;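 active = compounds whose cAMP rise, as percent of the full-agonist control response, exceeds 60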;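 note: rat C6 glioma line stably carrying human EP2 under a CMV promoter; the protocol text gives 20 µM as final concentration; 100% = response of wells given 1 µM PGE2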
# Target sequence (P43116 whole entry, looked up): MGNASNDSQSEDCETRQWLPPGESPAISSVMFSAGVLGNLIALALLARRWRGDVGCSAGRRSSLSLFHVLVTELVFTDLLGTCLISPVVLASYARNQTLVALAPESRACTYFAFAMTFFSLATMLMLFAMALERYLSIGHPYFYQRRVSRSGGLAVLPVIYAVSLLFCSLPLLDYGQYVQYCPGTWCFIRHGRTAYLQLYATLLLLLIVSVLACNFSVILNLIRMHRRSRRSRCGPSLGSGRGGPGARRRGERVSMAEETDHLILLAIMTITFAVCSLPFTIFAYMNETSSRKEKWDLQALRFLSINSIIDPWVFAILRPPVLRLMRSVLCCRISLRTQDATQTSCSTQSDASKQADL
# PGE2 EP2 inh: inhibitors of human EP2 prostaglandin E2 receptor. inhibition, % at 25 µM. P43116. 260,000 compounds, 0.52% hits. C6 glioma cells expressing human EP2, cAMP TR-FRET; cells stimulated with saturating PGE2. AID 1422;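 active = percent inhibition above 40 after rounding to a whole number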;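 note: rat C6 glioma host cells with rolipram phosphodiesterase inhibitor present; the protocol text gives 20 µM as final concentration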
# Numbers without * were called inactive.
SMILES,EP2 mod,PGE2 EP2 inh
CC(C)(C)c1ncc(C(=O)N2CC(CN3CCOCC3)c3ccccc32)cn1 (configuration not stated),-4,8
O=C(NCCN1CCNCC1)C(=O)Nc1ccc(I)cc1,-45,10
COc1ccc(-n2c(C)nnc2SCC(=O)Nc2ccc(Cl)cc2)cc1,32,12
CN1C(=O)C(=Cc2ccc([N+](=O)[O-])o2)C(=O)N(C)C1=O,-94,7
Cc1cccc(NC(=O)CSc2nc3ncccc3[nH]2)c1,28,15
O=C(C1CC(c2cccc(Br)c2)=NO1)N1CCCC1 (configuration not stated),-31,9
CCOCc1nnc(NC(=O)c2ccccc2SCCOC)s1,14,13
Cc1ccc(NC(=O)Cn2cc(C(=O)C3CC3)c3ccccc32)c(C)c1,11,8
COc1ccc(CCN(C)C(=O)C2CCN(Cc3ccc(Cl)cc3)CC2)cc1OC,-3,19
Cc1cc(C)cc(NC(=O)N2CCC(c3nc4ccc(Cl)cc4[nH]3)CC2)c1,-27,5
CCOC(=O)c1c(NC(=O)COC)sc2c1CCC2,83*,4
C=C(C)CN1CCN(Cc2ccccc2OCc2ccccn2)CC1,20,6
C[C@@H]1CC[C@H]2[C@H](C)[C@@H]3[C@@H](C[C@H]4[C@H]5CC=C6C[C@@H](O)CC[C@]6(C)[C@@H]5C[C@@H](O)[C@]34C)N2C1,-9,62*
CC1Oc2ccc(NCc3cccc(OCc4cccnc4)c3)cc2N(C)C1=O (configuration not stated),-94,10
Cc1ccc(Cl)cc1-c1ccc(C(c2c(C)[nH][nH]c2=O)c2c(C)[nH][nH]c2=O)o1,-81,19

# Among those listed so far, these contain four or more nitrogen atoms:
SMILES,EP2 mod,PGE2 EP2 inh
CC(C)(C)c1ncc(C(=O)N2CC(CN3CCOCC3)c3ccccc32)cn1 (configuration not stated),-4,8
O=C(NCCN1CCNCC1)C(=O)Nc1ccc(I)cc1,-45,10
COc1ccc(-n2c(C)nnc2SCC(=O)Nc2ccc(Cl)cc2)cc1,32,12
Cc1cccc(NC(=O)CSc2nc3ncccc3[nH]2)c1,28,15
Cc1cc(C)cc(NC(=O)N2CCC(c3nc4ccc(Cl)cc4[nH]3)CC2)c1,-27,5
Cc1ccc(Cl)cc1-c1ccc(C(c2c(C)[nH][nH]c2=O)c2c(C)[nH][nH]c2=O)o1,-81,19

# More results follow:
SMILES,EP2 mod,PGE2 EP2 inh
CCCc1nc2cc(NC(=O)c3sc4ncn(C)c(=O)c4c3C)ccc2n1C,-44,10
CCC(C)NC(=O)CN(c1ccc2c(c1)OCO2)S(C)(=O)=O (configuration not stated),5,9
O=C(CCCCCl)Nc1c2c(nc3c1CCC3)CCCC2,-27,9
CCn1c(SCC(=O)Nc2cccc(Cl)c2)nnc1-c1cccnc1,-4,12
COc1cc(S(=O)(=O)N(Cc2cccs2)Cc2ccccc2F)ccc1-n1cnnn1,2,1
CN1CCC(OC(=O)c2ccc(F)cc2)CC1,9,8
Cc1cc(C(=O)NCC(C)n2nc(C)cc2C)c2cccc(Cl)c2n1 (configuration not stated),-31,9
CC(C)(C)C(=O)N1CCC(c2nc3c(nnn3Cc3ccccc3)c(=O)[nH]2)CC1,29,11
Cc1ccccc1OCC(O)Cn1c(N(C)C)nc2c1c(=O)[nH]c(=O)n2C (configuration not stated),-33,17
CC(C)n1[nH]c(=O)cc1N,3,11
Cc1ccc2oc(=O)n(CC(=O)NCC(c3ccccc3F)N3CCCC3)c2c1 (configuration not stated),-48,10
COc1ccc(CN2CCc3c(nc(N4CCCC(C)C4)[nH]c3=O)C2)cc1O (configuration not stated),-38,3
CCc1ccc(CN2CCc3c(nc(N4CC(C)OC(C)C4)[nH]c3=O)C2)cc1 (configuration not stated),-6,12
COc1ccc(-c2nc(C)sc2CC(=O)NC2CCCOC2)cc1OC (configuration not stated),-26,8
O=C(CCc1nc2ccccc2[nH]c1=O)OCC(=O)c1ccc(Cl)cc1Cl,-9,13
Cc1ccnn1CCC(=O)N[C@@H](Cn1nnc2ccccc21)C(C)C,-21,8
COc1ccc(C(NC(=O)C2(c3ccccc3)CCCC2)c2nccn2C)cc1OC (configuration not stated),-1,4
Cc1ccc(C(=O)Nc2nc(C)c(C)s2)cc1,-57,9
CCN1CCCC1CN(Cc1cnc(N2CCOCC2)nc1)Cc1ccccn1 (configuration not stated),2,6
Cc1cccc2cc(CN(CCCO)C(=O)Nc3ccc(F)cc3)c(=O)[nH]c12,36,12
Cc1nc(N)ncc1C(=O)O,10,9
Cc1nc(C)n(CCNS(=O)(=O)c2ccc3c(c2)NC(=O)C(C)O3)n1 (configuration not stated),-20,7
Nc1ccc(S(=O)(=O)N2CCSC2C(=O)O)cc1 (configuration not stated),-9,5
COc1cccc(C(=O)Nc2nnn(C)n2)c1,-28,6
O=C(c1cccc(N2CCCCS2(=O)=O)c1)N1C2CCC1CC(c1ccc(F)cc1)C2 (configuration not stated),-72,5
CC(C)NC(=O)C1CC(c2c(F)cccc2Cl)=NO1 (configuration not stated),-39,5
COc1ccc2nc(-c3ccccc3)nc(SCC(N)=O)c2c1,-28,10
CC1CN(c2nc3c(c(=O)[nH]2)CCN(Cc2cccc4cccnc24)C3)CC(C)O1 (configuration not stated),-3,0
COc1ccc(C(=O)Nc2ccc(S(=O)(=O)Nc3ncccn3)cc2)c(OC)c1,-14,14
CCOC(=O)c1cc(-c2ccc(Cl)cc2)n[nH]1,-55,8
CCCNC(=O)C1CC(c2c(F)cccc2Cl)=NO1 (configuration not stated),-3,6
COc1cccc(-c2cc(C(=O)N3CCC4(CC3)NC(=O)c3ccccc3N4)no2)c1,-4,6
CC1CCCN(c2nc3c(c(=O)[nH]2)CN(Cc2c(F)cccc2F)CC3)C1 (configuration not stated),-46,0
O=C(C1=C(O)C(=O)N(CC2CCCO2)C1c1cccc(O)c1)c1ccco1 (configuration not stated),-2,14
COc1ccc(S(=O)(=O)N(CCc2ccccc2)Cc2nc3ccccc3c(=O)[nH]2)cc1,19,4
CC(=O)[C@H]1CCC2C3CC=C4C[C@@H](OS(=O)(=O)O)CC[C@]4(C)C3CC[C@@]21C (some centres not stated),29,14
O=C(c1ccc([N+](=O)[O-])cc1)[C@@H](Br)[C@@H](Br)c1ccnc2ccccc12,-26,99*
CC(C)C(=O)N1CCc2cc(-c3csc(NC(=O)C4CC4)n3)ccc21,-122,9
COc1cccc(C2NC(=S)NC(C)=C2C(=O)Nc2cccc(Cl)c2C)c1OC (configuration not stated),-28,5
O=C(CN1CCN(Cc2ccccc2)CC1)c1ccc2c(c1)OCCO2,-20,10
COc1cc(OC)cc(C(=O)N2CCC(C(=O)NCCc3ccccc3)CC2)c1,-36,10
CCOc1cc(C2NC(=O)NC(C)=C2C(C)=O)c(Cl)cc1OCC(=O)O (configuration not stated),-14,7
C[C@H](Cn1nnc2ccccc21)NC(=O)CCn1c(=O)oc2ccccc21,-23,5
C=CCNC(=S)Nc1ccccn1,-4,12
Cc1ccc2cc3c(N)c(-c4nnc(-c5ccccc5)o4)sc3nc2c1,-16,14

# An excerpt of these results, with two lines to a compound:
# Under each structure – EP2 mod	PGE2 EP2 inh
CCOc1cc(C2NC(=O)NC(C)=C2C(C)=O)c(Cl)cc1OCC(=O)O (configuration not stated)
  -14	7
C[C@H](Cn1nnc2ccccc21)NC(=O)CCn1c(=O)oc2ccccc21
  -23	5

# Next structures
SMILES,EP2 mod,PGE2 EP2 inh
Cc1cc2ncn(CCC(=O)N3CCc4ccccc4C3)c2cc1C,7,7
O=S(=O)([O-])CCc1cc[n+](CCO)cc1,26,4
COc1ccc(OC)c(N/C(C)=C/C(=O)c2ccncc2)c1,-30,10
COCCn1nnnc1C(c1cc2ccc(C)cc2[nH]c1=O)N1CCN(c2cccc(C)c2C)CC1 (configuration not stated),31,9
CN(C)Cc1cc(C(=O)O)cc(CN(C)C)c1O,16,15
CCOc1ccccc1-n1c(SCC(=O)N(CC)CC)nnc1-c1ccncc1,9,13
Cn1c(=O)n(C)c2cc(S(=O)(=O)NC3CCCCC3)ccc21,-49,14
C[N+](C)(C)CC(=O)N/N=C/c1ccncc1,9,6
S=C(Nc1ccccc1Cl)N1CCCC(c2nc3ccccc3[nH]2)C1 (configuration not stated),-78,5
CCNc1nc2c(c(=O)n(C)c(=O)n2C)n1CCCc1ccccc1,-55,5
CCC(c1ccc(O)cc1)C(CC)c1ccc(O)cc1 (configuration not stated),40,13
COc1ccc(S(=O)(=O)Nc2ccccc2C(=O)NCc2ccco2)cc1OC,11,13
O=C(Nc1cccnc1)c1ccc2c(=O)n3c4ccccc4nc3c3cccc1c23,-30,12
COc1ccc(NC(=O)CSc2nnc(-c3ccc(F)cc3)o2)cc1OC,-40,10
O=C(Nc1ccc(F)c(Cl)c1)c1nc2ncccn2n1,-61,9
CN(Cc1ccccc1)C(=O)COc1ccc(S(=O)(=O)N2CCCC2)cc1,-19,12
C/C(=N\NS(=O)(=O)c1ccc(C)cc1)P(=O)(O)O,30,3
Cc1cc(OCC(=O)Nc2nnn(C)n2)ccc1Cl,-79,3
O=C(C1CCCO1)N1CCC(O)(c2cccnc2)CC1 (configuration not stated),0,5
Cc1[nH]n2c(=O)c3c(nc2c1-c1cccs1)CCCC3,-48,13
CN1C2CC[C@@H]1CC(OC(=O)[C@H](CO)c1ccccc1)C2 (some centres not stated),30,16
O=C(O)C/C(=C/c1ccccc1)C(=O)O,40,8
CCOC(=O)c1c(NC(=O)CSc2nnc3c(n2)[nH]c2ccc(OC)cc23)sc(C(C)=O)c1C,-8,12
CCc1ccc2[nH]c(=O)c(CN(CC3CCCO3)S(=O)(=O)c3ccc4c(c3)OCCO4)cc2c1 (configuration not stated),-27,10
C[C@@H](Cn1nnc2ccccc21)NC(=O)c1cccs1,-23,8
C[C@H](Cn1nnc2ccccc21)NC(=O)c1cc(C(C)(C)C)nn1C,-48,10
CCN1CCN(C(=O)C2(NC(=O)Nc3ccc(OC)cc3)CCCCC2)CC1,1,5
O=C(CSc1nc(-c2cccs2)cc(C(F)(F)F)n1)Nc1ccccc1Cl,-81,18
CCOc1ccc(NC(=O)N2CCC(C(=O)c3cccc(Cl)c3)CC2)cc1,-46,4
Clc1ccc(C2(CN(Cc3ccncc3)C3CC3)CC2)cc1,27,8
Cc1sc2ncnc(SCC(=O)N3CCCCC3C)c2c1C (configuration not stated),-2,6
Cc1nc(NC(=O)COc2ccccc2)sc1C(=O)Nc1ccc(Br)cc1,-27,15
COc1ccc2cc(C(c3nnnn3C3CCCCC3)N3CCN(c4ccccc4)CC3)c(=O)[nH]c2c1 (configuration not stated),-28,12
Cc1cccc2cc(CN(Cc3ccco3)C(=S)NCc3ccccc3)c(=O)[nH]c12,9,9
COc1cc(C2C(C(C)=O)=C(O)C(=O)N2CC#N)ccc1O (configuration not stated),-3,13
CCCc1nc2ccccc2n1CC(O)COc1ccccc1C(C)=O (configuration not stated),-39,9
CC(NC(=O)Cc1ccccc1F)c1nc(-c2ccncc2)n[nH]1 (configuration not stated),12,7
CCn1c(C)nnc1SCC(=O)Nc1nnc(C)s1,-3,12
O=C1c2ccccc2-c2nc3ccccc3c(=O)n21,-27,12
O=C(C1CCN(S(=O)(=O)c2ccc(F)cc2)CC1)N1CCCCC1,-60,8
N[C@@H](Cc1cccc([N+](=O)[O-])c1)C(=O)O,6,8
CCC(=O)N1CCN(c2ccc(NC(=O)C(C)C)cc2)CC1,9,1
COC(=O)COc1ccc(S(=O)(=O)N2CCCC2)cc1C,-6,10
Cc1csc(NC(=O)CSc2nnc(-c3cccnc3)n2-c2ccc(C)c(C)c2)n1,-2,11
C=CCNC(=O)C1CCN(S(=O)(=O)c2cc(Cl)ccc2Cl)CC1,-4,14

# EP2 mod: hit marks shown above.
structure | EP2 mod
CCOC(=O)c1c(NC(=O)COC)sc2c1CCC2 | 83*

# The results go on.
SMILES,EP2 mod,PGE2 EP2 inh
OCCN(Cc1ccncc1)CC1(c2ccc(Cl)cc2)CC1,-17,4
CCCc1nc(SCC(=O)NCc2ccc3c(c2)OCO3)c2c(C)c(C)sc2n1,48,11
O=C(CSc1nnc2n(CC(=O)N3CCCC3)c3ccccc3n12)c1ccc2c(c1)OCCO2,12,12
CC1CCN(C(=O)CSc2nnc(-c3ccncc3)n2CCCN(C)C)CC1,-15,27
CC(C)N(C(=O)N1CCC2(CC1)CC(=O)c1ccccc1O2)C(C)C,-15,9
COc1ccccc1-c1ccc(NS(=O)(=O)c2cn(C)nc2C)cc1,-21,6

# Gathered by group: the entries above with a tert-butyl group.
SMILES,EP2 mod,PGE2 EP2 inh
CC(C)(C)c1ncc(C(=O)N2CC(CN3CCOCC3)c3ccccc32)cn1 (configuration not stated),-4,8
CC(C)(C)C(=O)N1CCC(c2nc3c(nnn3Cc3ccccc3)c(=O)[nH]2)CC1,29,11
C[C@H](Cn1nnc2ccccc21)NC(=O)c1cc(C(C)(C)C)nn1C,-48,10

# Only part of the results is shown, so the mix of outcomes need not match the whole.
